Screening data deposited in PubChem by The Scripps Research Institute Molecular Screening Center.
CHRM1 agonist – human M1 muscarinic receptor agonists, primary screen, Fluo-8 calcium fluorescence, CHO-K1 cells, HTS | activation, % at 3 µM | AID 588814, 2011 | Muscarinic acetylcholine receptor M1 (Homo sapiens), P11229 | 360,000 tested, 0.33% active | CHO-K1 hM1, agonist mode; 0% DMSO, 100% acetylcholine EC100;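 active = activation above the run's mean compound activation plus 3 SD, cut at about 16% in these data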;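 also: peak over basal fluorescence ratio within a 140 s kinetic read after compound addition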
Target sequence (P11229 whole entry, looked up): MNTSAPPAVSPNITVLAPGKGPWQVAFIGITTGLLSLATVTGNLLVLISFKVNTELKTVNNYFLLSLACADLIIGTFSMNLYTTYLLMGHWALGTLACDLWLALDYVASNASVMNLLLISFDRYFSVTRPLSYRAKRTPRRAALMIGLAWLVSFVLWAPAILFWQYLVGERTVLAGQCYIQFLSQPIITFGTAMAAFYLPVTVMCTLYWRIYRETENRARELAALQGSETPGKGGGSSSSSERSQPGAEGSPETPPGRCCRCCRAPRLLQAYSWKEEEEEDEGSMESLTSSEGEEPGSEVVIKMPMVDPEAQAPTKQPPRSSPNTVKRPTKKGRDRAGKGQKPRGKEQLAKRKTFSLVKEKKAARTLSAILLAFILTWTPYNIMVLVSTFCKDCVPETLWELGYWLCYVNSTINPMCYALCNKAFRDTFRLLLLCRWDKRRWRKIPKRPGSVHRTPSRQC
CHRM1 antagonist – human M1 muscarinic receptor antagonists, primary screen, CHO-K1 cells, Fluo-8 calcium fluorescence, 1536-well; inhibition, % at 3 µM; CHO-K1 hM1, ACh EC80 antagonist; Muscarinic acetylcholine receptor M1 (Homo sapiens), P11229; 360,000 tested, 1.3% active;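 active = percent inhibition above its own plate's cutoff, namely the mean of that plate's compound wells plus 3 SD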;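 also: peak over basal fluorescence ratio during 140 s after agonist addition; 0% = ACh EC80 plus DMSO and 100% = DMSO alone without agonist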
TAAR1 antag – human TAAR1 antagonists, primary screen, Fluo-8 calcium fluorescence, CHO RD-HGA16 cells; Trace amine-associated receptor 1 (Homo sapiens), Q96RJ0; antagonist; AID 624466, 2012; 360,000 tested, 1.5% active; inhibition, % at 3 µM;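 active = inhibition above a per-plate cutoff, the mean inhibition of test compounds on that plate plus 3 SD, cut at about 49% in these data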;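 also: 0% = DMSO plus EC80 beta-PEA response and 100% = DMSO alone without agonist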
Target sequence (Q96RJ0 whole entry, looked up): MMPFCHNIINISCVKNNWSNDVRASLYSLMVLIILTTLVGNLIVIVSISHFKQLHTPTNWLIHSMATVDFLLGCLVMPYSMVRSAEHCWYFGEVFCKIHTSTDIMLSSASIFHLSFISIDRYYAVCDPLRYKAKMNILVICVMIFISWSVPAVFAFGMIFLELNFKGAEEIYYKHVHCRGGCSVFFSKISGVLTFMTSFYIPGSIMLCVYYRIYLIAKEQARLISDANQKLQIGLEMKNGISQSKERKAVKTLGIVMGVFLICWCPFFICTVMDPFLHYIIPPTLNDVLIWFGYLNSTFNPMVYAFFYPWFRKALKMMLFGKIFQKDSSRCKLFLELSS
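Test system – hTAAR1-expressing CHO RD-HGA16 cells, Gα16-coupled · Reagent – β-PEA at EC80 concentration, post-compound challenge · Compound dosing – 3 µM, single point · Timing – 140 s kinetic read after compound, 140 s after agonist · Detection – Fluo-8 intracellular calcium dye fluorescence, real-time kinetic reads · Control set – DMSO and EC80 PEA controls · Repeats – n of 1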
M1 PAM parental – nonselective calcium activators in parental CHO-K1 cells, primary screen, counter-screen for M1 PAM project, cell-based, Fluo-8 calcium fluorescence, full deck, 1536-well; ATP EC20; 0% at ATP EC20, 100% at ATP max; activation, % at 3 µM; 360,000 tested, 0.02% active;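 active = activation above the run cutoff, the mean activation of all test compounds plus 3 SD, cut at about 40% in these data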;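 also: peak over basal fluorescence ratio in a 140 s read after ATP addition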
TAAR1 ag – human TAAR1 agonists, primary screen, Fluo-8 calcium fluorescence, CHO RD-HGA16 cells; Trace amine-associated receptor 1 (Homo sapiens), Q96RJ0; activation, % at 3 µM; AID 624467, 2012; vehicle wells 0%, saturating PEA agonist 100%; 360,000 tested, 0.99% active;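 active = activation above the mean activation of all test compounds in the run plus 3 SD, cut at about 38% in these data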
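Assay system: CHO-derived RD-HGA16 cells with stable Gα16 and human TAAR1; timing: 17-24 h seeding, 75 min 37 °C dye, 30 min RT; read-out: % activation from peak over basal fluorescence ratio, DMSO-to-PEA scaled; measured by: kinetic Fluo-8 calcium fluorescence; benchmarks: low control DMSO, high control PEA (EC100); doses: 3 µM single concentration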
CHRM1 PAM – human M1 muscarinic receptor positive allosteric modulators, primary screen, CHO-K1 cells, Fluo-8 calcium fluorescence, 1536-well; CHO-K1 hM1, ACh EC20; 0% = ACh EC20, 100% = maximal ACh; activation, % at 3 µM; 360,000 tested, 0.088% active; AID 588819, 2011; in the data active = activation above about 19%, passing the limit was not always enough
CHO-K1 Ca antag – counter-screen for M1 antagonists: effect in parental CHO-K1 cells; inhibition, % at 3 µM; 360,000 tested, 0.6% active; ATP-induced calcium, Fluo-8 fluorescence; AID 602250;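 active = inhibition above a per-plate cutoff, the plate's mean sample inhibition plus 3 SD, cut at about 24% in these data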;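 also: 0% = DMSO plus EC80 ATP and 100% = DMSO alone without ATP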
M1 ag parental – counter-screen for M1 agonists: effect in parental CHO-K1 cells. 360,000 tested, 0.48% active. activation, % at 3 µM. Fluo-8 calcium fluorescence; scaled to maximal ATP response, vehicle zero; in the data active = activation above about 15%;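 also: untransfected CHO-K1 host cells lacking M1 receptor as counterscreen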
CHO parental Ca – ATP-evoked calcium signal inhibitors, parental CHO, primary screen, counter-screen for OX1R antagonist project, cell-based, fluorescence, Fluo-8 calcium dye. parental CHO-K1, ATP-induced calcium, Fluo-8 fluorescence. inhibition, % at 5.6 µM. 330,000 tested, 0.63% active;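 active = inhibition above that plate's mean sample inhibition plus 3 SD, cut at about 26% in these data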;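 also: 0% = ATP-challenged DMSO wells and 100% = DMSO wells without ATP; some compounds past the cut are filed as inactive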
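Assay system: untransfected parental CHO cell line. Also added: ATP agonist challenge. Dosing: one dose, 5.6 µM nominal. Measured by: Fluo-8 fluorescence. Read-out: % inhibition. Benchmarks: ATP wells versus no-ATP DMSO wells. Repeats: no replicates.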
* marks the source's active call; other numbers are inactive results; nt = not tested or not shown.

SMILES	TAAR1 ag	TAAR1 antag	CHO-K1 Ca antag	CHRM1 PAM	CHO parental Ca	CHRM1 agonist	M1 ag parental	M1 PAM parental	CHRM1 antagonist
CCC(=O)Nc1ccc(OCC2CCCO2)cc1 (stereo not drawn)	2	-8	3	16	-2	1	-0.3	0	-7
COc1ccc(C2C(C(=O)c3ccc(C)o3)=C(O)C(=O)N2c2cc(C)on2)cc1OC (stereo not drawn)	4	7	-3	4	2	-1	0.1	-3	-9
O=S1(=O)CC(N2CC=CC2)CN1Cc1cn(Cc2cccc(Cl)c2)nn1 (stereo not drawn)	2	-2	-18	nt	nt	nt	0.6	23	nt
Cc1cccc(OCCOCCN2CCOCC2)c1C	10	-5	5	0	0	-9	-0.1	1	-6
Cn1c(=O)c2c(ncn2CC(=O)N2CCN(C(=O)c3ccco3)CC2)n(C)c1=O	8	5	-7	10	-3	-5	11	19	-10
CCn1c(Oc2ccccc2F)nc2c1c(=O)n(C)c(=O)n2C	0	-15	-5	10	-1	-3	0.8	12	-11
CCc1ccccc1OCc1nnc(N)s1	11	1	-10	6	-4	-4	0.6	20	-10
C=CCNC(=O)CSc1nc2sc(C)c(C)c2c(=O)[nH]1	1	-26	6	0	-8	-4	0.2	13	5
CCc1ccc(-c2nc(CS(=O)CC(=O)NCCc3ccccc3)c(C)o2)cc1 (stereo not drawn)	3	-29	-25	8	-24	-9	0.7	23	-11
CCOc1ccc(-n2c(=O)c3c4c(sc3n(CC(=O)NCCCOC)c2=O)CCCCC4)cc1	3	-19	-7	2	-11	1	0.1	4	6
Cc1ccc(S(=O)(=O)N2CCOCC2)cc1C(=O)Nc1ccccc1F	2	-10	3	-1	-12	-3	4.5	4	10
CCOC(=O)c1cc(-c2ccc(OC)cc2OC)nn1-c1ccc(C(=O)O)cc1	6	-13	3	-10	-9	-4	-0.4	-7	8
COc1ccc(S(=O)(=O)Nc2ccccc2)cc1OC	3	2	-5	1	-19	-1	0.1	-2	-2
Cn1nccc1NC(=O)Nc1ccc(OC(F)(F)F)cc1	12	-2	-7	4	7	5	5.8	3	-5
Cn1ncc([N+](=O)[O-])c1C(=O)Nc1ccc2c(c1)OCCO2	4	8	7	-3	-7	-2	0.2	-4	0
CCOc1ccc(NC(=O)CCCCCN2C(=O)[C@@H]3Cc4ccccc4CN3C2=O)cc1	2	4	-19	8	-28	-4	5.3	23	-11
Cc1ccc(S(=O)(=O)NC(=O)c2cccc(C)c2)cc1	1	-31	5	-1	-4	-2	-0.4	-14	-1
COc1ccc(S(=O)(=O)Nc2cccc(NC(C)=O)c2)cc1	3	12	-13	8	-8	10	2.0	1	-16
Cc1cc(=O)cc(C)n1-c1ccccc1N	1	5	-6	6	0	-2	-0.6	17	-13
CCOCCCNC(=O)C1CCN(S(=O)(=O)N(CC(C)C)CC(C)C)CC1	0	10	-8	10	-7	-4	0.5	0	-18
C=CCN(c1ccccc1OC)S(=O)(=O)c1cccc(C(=O)NC2=NCCS2)c1	6	25	-13	-4	-14	-1	1.9	14	-6
O=C(C1=C[C@@H](C2CC2)C[C@@H](OCCCCO)O1)N1CCN(Cc2ccccc2)CC1	4	10	-6	9	-16	-3	0.0	6	-6
CC1CCCC(C)N1C(=S)NCc1ccco1 (stereo not drawn)	1	-19	0	3	-10	-4	2.6	4	2
C[C@H](NC(=O)OCc1ccccc1)c1nnc([C@H](Cc2ccccc2)NC(=O)OC(C)(C)C)o1	10	21	-14	10	-17	-13	-0.4	8	-8
O=C(NCCO)c1scc2c1OCCO2	5	-8	6	-4	-6	-3	0.0	-4	11
CC(=O)Nc1ccc(-c2ccc(NC(C)=O)c(O)c2)cc1O	0	15	2	9	12	-2	0.6	-3	-14
CCOC(=O)c1c(C)[nH]c(C)c1C(=O)COC(=O)c1ccc(OC)cc1	2	20	-8	5	2	-5	5.9	22	0
C/C(=N\NC(=O)c1cc(C2CC2)nc2ccccc12)c1ccc(C)s1	8	15	-8	4	-37	1	0.4	23	-1
CC(C)(C)OC(=O)N1CCC(C(=O)Nc2ccc(C(=O)N3CCCC3)cc2)CC1	2	6	-10	-4	nt	-3	1.1	-8	2
COc1ccc(CNC(=O)CCNS(=O)(=O)c2ccc(NC(C)=O)cc2)cc1OC	5	10	-11	-2	2	-4	0.6	14	2
COc1ccc(-c2cc(C(=O)Nc3c(C)n(C)n(-c4ccccc4)c3=O)c3ccccc3n2)cc1OC	17	55*	-11	-14	-11	-4	5.7	-9	16
c1ccc(NC2=NCCN2CCCC2CCCCC2)cc1	23	-7	-10	-7	-13	-13	1.8	5	13
CC(Oc1ccc(Cl)cc1Cl)c1nc(-c2ccc(NC(=O)c3ccco3)cc2)no1 (stereo not drawn)	3	15	-1	-1	-4	-5	0.2	-1	-2
CC1=NCCN1S(=O)(=O)c1cc(Cl)ccc1Cl	5	-4	-3	9	-7	-1	-0.2	4	-5
CCCNC(=O)c1c(N)n(-c2cccc(OC)c2)c2nc3ccccc3nc12	6	5	6	5	-4	-4	0.8	12	-4
CC1SCC(=O)N(CC(=O)NC2CCCCC2)C1=O (stereo not drawn)	1	-4	-5	-6	-2	-2	0.2	-13	21
COc1ccc(C2C3=C(CCCC3=O)Nc3n[nH]c(C)c32)cc1OC (stereo not drawn)	1	-3	-17	5	-14	-2	4.2	27	-2
O=C1C2ON(c3ccccc3)C(c3ccncc3)C2C(=O)N1c1ccc(N2CCOCC2)cc1 (stereo not drawn)	0	3	4	17	1	11	0.3	-11	-12
S=c1[nH]nc(-c2ccccc2)n1Cc1ccccc1	11	30	-5	7	-14	-6	0.0	19	-7
COC(=O)C1=C(CS(=O)(=O)c2ccccc2)NC(=O)NC1c1ccccc1 (stereo not drawn)	0	-1	0	-7	-17	-3	0.3	-17	15
CC(NC(=S)Nc1ccc(F)cc1)c1ccccc1 (stereo not drawn)	7	1	8	-2	-6	-1	3.3	-20	-3
CCOC(=O)C1=CCC(c2ccc(F)cc2)N(S(=O)(=O)c2ccc(C)cc2)C1 (stereo not drawn)	-1	40	31*	-18	nt	-4	-0.1	-4	34*
O=C(CCN1CCCCO1)N1CCCC(Nc2cccc(F)c2)C1 (stereo not drawn)	3	-1	-10	1	-7	-1	1.5	12	-7
CCOc1nc(Nc2ccc(Cl)cc2)nc(OCC)n1	-4	-15	-11	-2	-18	-9	0.2	4	-1
CCOc1ccc(OCCSc2nc(N)cc(=O)[nH]2)cc1	1	-7	-11	1	-2	2	4.9	10	-9
C=CC[C@@H](CC(=O)N(CCO)Cc1ccccc1)C(=O)N[C@H](COC(=O)[C@@H](CC=C)Cc1ccc(F)cc1)Cc1ccccc1	11	75*	-6	-5	-9	0	1.6	9	17
CCOc1c(C(N)=O)c(-c2ccccc2)c2c(=O)[nH]c3ccccc3n12	10	22	8	0	-26	-2	1.0	-3	3
Cn1c(C(=O)NCc2ccccn2)cc2c(=O)n3ccccc3nc21	15	-5	-15	4	-3	-1	0.2	-1	-10
OC[C@H]1O[C@@H](Oc2ccc(O)cc2)[C@H](O)[C@@H](O)[C@@H]1O	0	-9	-10	1	nt	-1	0.6	7	-31
O=C(C1CCCN(S(=O)(=O)c2cnc[nH]2)C1)N1CCN(c2ccc(Cl)cc2)CC1 (stereo not drawn)	0	-2	-4	3	-5	-2	0.5	14	-4
COc1ccc(NCCNc2ccc(OC)cc2)cc1	11	13	9	5	-9	-6	0.2	4	-8
CC(C)C[C@H](NC(=O)c1nc[nH]c1C(=O)N1CCC(C)CC1)C(=O)OCc1ccccc1	2	14	-11	5	-22	-4	-0.2	17	8
COc1ccc2oc(C(=O)Nc3ccccn3)c(C)c2c1	1	-23	-2	1	-6	-5	1.1	-1	0
CCOC(=O)c1nnn(-c2nc(OC)nc(N3CCCC3)n2)c1-c1ccccc1	12	5	-7	7	-24	-2	0.4	20	-11
Cc1c(C(=O)NCc2cccnc2)oc2ccc(S(=O)(=O)N3CCCCC3)cc12	19	8	-44	-8	-7	-4	14	19	4
CC1CCN(c2nncc3ccccc23)CC1	0	1	3	-7	-23	-5	0.6	12	10
O=C(Cc1nn[nH]n1)Nc1ccc(F)cc1F	0	-14	-2	14	-6	-1	-0.2	-1	-18
Cc1[nH]c2ccccc2c1C(c1ccncc1)N1CCCCC1 (stereo not drawn)	4	-6	-12	10	6	-4	1.5	18	-11
COc1ccc(C(C)=O)cc1COC(=O)CSC(C)C(=O)Nc1cc(C)on1 (stereo not drawn)	0	-28	1	12	-6	-1	-0.4	12	-8
CCCCn1c(SCC(=O)NCc2cccs2)nc2c1c(=O)n(C)c(=O)n2C	7	2	-25	2	-14	-2	0.6	-3	-2

As a working copy, 2 of the compounds above.
SMILES	TAAR1 ag	TAAR1 antag	CHO-K1 Ca antag	CHRM1 PAM	CHO parental Ca	CHRM1 agonist	M1 ag parental	M1 PAM parental	CHRM1 antagonist
COc1ccc(C(C)=O)cc1COC(=O)CSC(C)C(=O)Nc1cc(C)on1 (stereo not drawn)	0	-28	1	12	-6	-1	-0.4	12	-8
CCCCn1c(SCC(=O)NCc2cccs2)nc2c1c(=O)n(C)c(=O)n2C	7	2	-25	2	-14	-2	0.6	-3	-2

Remaining list, next part:
SMILES	TAAR1 ag	TAAR1 antag	CHO-K1 Ca antag	CHRM1 PAM	CHO parental Ca	CHRM1 agonist	M1 ag parental	M1 PAM parental	CHRM1 antagonist
CCC1(C)Cc2c(sc3nnn(CC(=O)Nc4ccccc4)c(=O)c23)CO1 (stereo not drawn)	7	12	-2	-1	-12	-4	2.5	0	4
NS(=O)(=O)c1ccc(NC(=O)C2CCCN(S(=O)(=O)c3ccc(F)cc3)C2)cc1 (stereo not drawn)	9	-10	-7	2	-4	-12	3.1	24	0
Cc1cccc(C)c1NC(=S)N(CCCN1CCCCC1)Cc1ccco1	3	-15	-9	-7	-22	-8	1.7	-6	14
CC1(C(=O)NS(=O)(=O)c2ccc(Cl)cc2)CCN1C(=O)Cc1ccccc1 (stereo not drawn)	0	-4	-3	6	nt	-1	-0.3	-4	-9
